Insulin prom inh – inhibitors of insulin promoter-driven GFP, primary screen, imaging, TRM-6 cells (human fetal islet line), eGFP reporter, cell count; reporter expression induced with tamoxifen; 130,000 compounds, 0.9% hits; inhibition, % at 2 µM;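 active = inhibition above the mean plus 3 SD, with well images judged a real hit on visual review, cut at about 60% in these data, passing the limit was not always enough; inconclusive = inhibition over the cutoff but images rejected on review; inactive = inhibition not above the cutoff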
SDO1 yeast rescue – growth rescue of sdo1-depleted yeast, primary screen, S. cerevisiae, bone marrow failure model. S. cerevisiae sdo1-depleted JHY4D growth rescue, OD600 30 h; stronger effect = higher value; pdr5 snq2 efflux-pump mutant strain. z-score at 10 µM. 140,000 compounds, 0.21% hits. AID 817, 2007;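 active = z-score above 3 at both the 24 hr and the 30 hr optical density reads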;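 also: z-score against mean and SD of all compound wells on the same plate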
SDO1 yeast rescue Rescue 24 h – also measured in SDO1 yeast rescue; calls as there; z-score; S. cerevisiae sdo1-depleted JHY4D growth rescue, OD600; measured here: growth rescue at 24 h;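 0 is the plate mean of compound wells and units are plate SD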
Active calls of the source: *; ? = inconclusive; nt = no result given; [ ] = another dose, or the depositor's remark. Some of the compounds tested; rates above refer to the full screens.

SDO1 yeast rescue,Insulin prom inh,SDO1 yeast rescue Rescue 24 h,SMILES
-0.61,50,-1.2,COC(=O)Nc1ccc2c(c1)N(C(=O)CCN1CCN3CCCC3C1)c1ccccc1S2 (stereo not given)
1.6,44,1.6,COCC(C)NC(=O)c1ccc(Cl)c(Cl)c1 (stereo not given)
1.3,44,0.53,Nc1nnc(SCC(=O)NCCOc2ccccc2)s1
-0.22,0,-0.65,Cc1ccc(S(=O)(=O)NCC2COc3ccccc3O2)cc1 (stereo not given)
0.63,-10,0.44,CCCNC(=O)Cn1cnc2sc(C(=O)N3CCCC(C(=O)OCC)C3)c(C)c2c1=O (stereo not given)
-1.4,0,-1.1,Brc1ccc(-c2nn3c(Cc4ccccc4)nnc3s2)o1
-0.53,21,-1.2,Cn1c(N)c(N2CCCCC2)c(=O)n(CC(=O)Nc2ccc(Cl)c(Cl)c2)c1=O
0.61,-107,-0.29,CCCOc1ccc(C(=O)N2CCCC2)cc1OC
-0.12,0,0.06,CC1CCCN(C(=S)NCc2ccccc2)C1 (stereo not given)
-0.32,-41,-0.56,O=C(Cn1nnc(-c2ccc(CN3CCOCC3)cc2)n1)NC1CCCCC1
0.96,31,0.46,O=C(N/N=C/c1c(O)ccc2ccccc12)c1[nH]ncc1Br
0.47,nt,0.41,COc1ccc(-c2[nH]nc3c2C2(C(=O)N(CC(=O)O)c4ccccc42)C(C#N)=C(N)O3)cc1OC (stereo not given)
-0.16,nt,-0.34,CCc1ccc(NC(=O)CS(=O)CC(=O)Nc2ccc(F)cc2F)cc1 (stereo not given)
0.42,?,-0.32,CCC(C)c1ccc(NC(=O)C2CC2)cc1 (stereo not given)
-1.4,16,-0.95,O=C(c1cc(-c2ccc(Cl)cc2)n(-c2ccc(Cl)cc2)n1)N1CCOCC1
1.7,nt,2.2,O=C(O)CCC(=O)N1CCc2cc(S(=O)(=O)N3CCCCC3)ccc21
0.16,33,-0.11,CCC(C)c1ccc(OCCn2ccnc2)cc1 (stereo not given)
-0.13,50,-0.52,CSc1nc2c(c(=O)[nH]1)CCCC2
-0.69,25,-1.2,CCn1ccc(C(=O)NC2C(=O)N3C(C(=O)O)=C(C)CSC23)n1 (stereo not given)
-0.96,-7,-0.44,C=CCSC1=N/C(=C\c2cccnc2)C(=O)N1c1ccc(OC)cc1
nt,-35,nt,Cc1ccccc1OCC(O)CN1CCN(CC(O)COc2ccccc2C)CC1 (stereo not given)
nt,14,nt,CCOc1cc(/C=N/NC(=O)c2cc(C3CC3)[nH]n2)ccc1O
-2.2,6,-1.8,CCN1C(=O)C2(C(C#N)=C(N)Oc3c2c(C)nn3-c2ccccc2)c2ccccc21 (stereo not given)
0.17,nt,-0.47,Cc1ccc(C(=O)OC2CCOC2=O)cc1NC(=O)c1ccco1 (stereo not given)
-0.59,-45,-1,COc1ccc(CNc2nc3ccccc3n2Cc2ccccc2)cc1OC

Continued; the last three above are carried over.
SDO1 yeast rescue,Insulin prom inh,SDO1 yeast rescue Rescue 24 h,SMILES
-2.2,6,-1.8,CCN1C(=O)C2(C(C#N)=C(N)Oc3c2c(C)nn3-c2ccccc2)c2ccccc21 (stereo not given)
0.17,nt,-0.47,Cc1ccc(C(=O)OC2CCOC2=O)cc1NC(=O)c1ccco1 (stereo not given)
-0.59,-45,-1,COc1ccc(CNc2nc3ccccc3n2Cc2ccccc2)cc1OC
-0.11,32,-1.2,CCc1cccc(NC(=O)c2ccc(Cn3c(=O)[nH]c4ccsc4c3=O)cc2)c1
-1.4,nt,-0.35,CCOC(=O)/C=C1\SCC(=O)N1CC(=O)Nc1ccc2c(c1)CCC2
-0.06,-85,-0.05,CCN(CC)CCNC(=O)C1CCC(=O)N1CCc1ccccc1 (stereo not given)
nt,36,nt,COc1cc(C(=O)NC(=S)N2CCCCCC2)cc(OC)c1OC
1.1,18,0.16,O=C(Nc1ccc2nc(-c3ccccc3)[nH]c2c1)c1ccco1
0.72,-50,0.29,CCOc1oc(-c2ccc(OC)cc2)nc1C(F)(F)F
-2.2,nt,-1.1,CCCCSc1nc2c(cnn2-c2ccc(F)cc2)c(=O)[nH]1
0.12,7,-0.35,Cc1ccc(S(=O)(=O)N2CCC(C(=O)N[C@H](C(=O)NCC3CCCO3)C(C)C)CC2)cc1 (stereo not given in full)
0.42,nt,0.13,COc1ccc(NC(=O)Cn2nnc(-c3ccc(CN4CCOCC4)cc3)n2)c(OC)c1
-0.69,0,0.5,Cc1ccc(Cn2c(=O)c3cccnc3n(CC(=O)Nc3cccc(C(F)(F)F)c3)c2=O)cc1
0.63,-40,1.9,CCN(C(=O)COC(=O)c1c2c(nc3ccccc13)/C(=C/c1ccccc1)CC(C)C2)C1CCS(=O)(=O)C1 (stereo not given)
nt,-117,nt,Cc1ccc(-c2nnn(CC(=O)N(Cc3cccs3)C(C(=O)NCC3CCCO3)c3ccco3)n2)o1 (stereo not given)
-1.7,0,-1.3,COc1ccc(N=Cc2sc(O)c3ccccc23)cc1
-0.03,41,-0.03,CCOC(=O)Cc1csc(N/C(=N/S(=O)(=O)c2ccc(Cl)cc2)c2ccccc2)n1
1.1[15 µM],-11,1.3,CC1(C)CC(=O)C(C=Nc2ccc(Cl)cn2)=C(O)C1
-0.2,-4,-0.53,O=C(CSc1nc2[nH]ncc2c(=O)[nH]1)NCc1ccccc1Cl
0.26,32,0.42,O=C1C2C(C(=O)N1/N=C/c1cc([N+](=O)[O-])ccc1O)C1C=CC2C12CC2 (stereo not given)
nt,30,nt,CCCn1c(N)c(N(CCOC)C(=O)/C=C/c2ccc(C(=O)OC)cc2)c(=O)[nH]c1=O
3.7*,3,5.5*,Cc1ccc(CO/N=C\Cc2snc(Sc3ncc(C(F)(F)F)cc3Cl)c2C#N)cc1
-0.54,-16,-0.64,O=P(O)(O)c1ccccc1OCCOCCOc1ccccc1P(=O)(O)O
-2.7,-8,-1.8,Clc1ccc(OCc2nc(-c3ccncc3)no2)c(Cl)c1
0,-12,0.09,CCN(CC)C(=O)CSc1nnc(-c2ccc(S(=O)(=O)NCc3ccccc3Cl)cc2)o1
nt,-7,nt,COc1ccc(NC(=O)CN2C(=O)CSC2=O)cc1
0.33,1,-0.23,CCOC(=O)c1ccc(NC(=O)N2CCN(S(C)(=O)=O)CC2)cc1
-0.05,14,-0.99,CC(NS(=O)(=O)c1ccc(F)cc1)C(=O)NCc1ccncc1 (stereo not given)

Looked up above:
CCOC(=O)c1ccc(NC(=O)N2CCN(S(C)(=O)=O)CC2)cc1 @ SDO1 yeast rescue = 0.33
CCCCSc1nc2c(cnn2-c2ccc(F)cc2)c(=O)[nH]1 @ SDO1 yeast rescue Rescue 24 h = -1.1
COc1cc(C(=O)NC(=S)N2CCCCCC2)cc(OC)c1OC @ Insulin prom inh = 36

Further compounds:
SDO1 yeast rescue,Insulin prom inh,SDO1 yeast rescue Rescue 24 h,SMILES
-0.52,25,-0.9,CC(C)(C)C(=O)Nc1nc(-c2ccccc2)ns1
1.2,19,0.77,CC1CN(C(=O)CN2C(=O)NC3(CCCCCC3)C2=O)CC(C)O1 (stereo not given)
-2.2,nt,-1.9,COc1ccc(C2NCCc3c2[nH]c2ccccc32)cc1CSc1nc2ccccc2s1 (stereo not given)
0.3,50,-0.04,CC(=O)Oc1c(S(=O)(=O)c2ccccc2)c(C)nn1C(C)(C)C
nt,-31,nt,COC1C=CC(CNC(=O)c2cc3c(=O)n4cccc(C)c4nc3n2C)(OC)O1 (stereo not given)
1.6,nt,-0.33,CC(C)(C)n1ncc2c(=O)n(CC(=O)Nc3ccc4c(c3)OCO4)cnc21
-0.29,17,-0.41,Cn1cnnc1SCC(=O)NCCc1ccccc1
-0.31,27,0.18,CC(C)CC(=O)Nc1ccc(C(=O)Cn2nc(C(=O)O)c3ccccc3c2=O)cc1
-0.11,-380,0.06,N#Cc1ccccc1NC(=O)c1ccccc1OCC(=O)NCc1ccco1
0.2,nt,1.3,Cc1ccc(-n2ncc(C#N)c2/N=C/N2CCCCCC2)cc1
0.48,?,2.1,Cc1noc(C)c1COc1ccc(C(=O)OC(C)C(=O)Nc2ccc(N3CCOCC3)cc2)cc1 (stereo not given)
nt,-69,nt,N#Cc1cc(C(=O)c2cc(Br)ccc2O)cn(Cc2ccccc2)c1=O
-0.83,nt,-0.26,COCCN(CCOC)c1nc(N)c2c(N)nc3c(c2c1C#N)CC(=O)N3Cc1ccc(Cl)cc1
-1.4,nt,-0.48,c1ccc2c(c1)ccc1nnc(SCc3ccc4c(c3)OCO4)n12
0.63,7,0.21,CCN(CC)CCCNc1cc2n(c(=O)n1)CCc1cc(OC)c(OC)cc1-2
-0.81,nt,-0.86,O=C(NCCc1csc(-c2cccnc2)n1)c1cccs1
0.27,nt,0.12,Cc1[nH]n(CCC#N)c(=O)c1CC(=O)N1CCN(c2ccccc2)CC1
nt,-60,nt,CCOC(=O)/C=c1\s/c(=C\c2ccc(C(=O)OC)cc2)c(=O)n1CC(=O)Nc1ccccc1
-2.2,43,-1.2,Cc1ccc(C)c(OCCCC(C)(C)C(=O)O)c1
0.95,13,-0.44,CCn1c2c(c(=N)c3c1CCC3)CCC2
-0.89,50,0.58,O=Cc1cc2ccccc2nc1SCc1ccc(Cl)cc1
-0.15,6,-0.29,CCOC(=O)c1ccc(N2C(=O)CC(N3CCC(C(=O)OCC)CC3)C2=O)cc1 (stereo not given)
-2.5,43,-1.7,O=C(Nc1nccs1)c1cn(-c2ccccc2)nc1-c1ccccc1
nt,38,nt,C/C(=C/C(=O)O)C(=O)Nc1cccc(C(F)(F)F)c1
-0.41,-5,0.72,CCc1noc(C)c1C(=O)Nc1nc(-c2ccc(Cl)cc2Cl)c(C)s1
-0.1,-11,-0.6,CCOc1ccc(Br)cc1/C(C)=N\NC1=NCCN1
0.47,-475,0.37,O=C(Cc1ccc(-n2c(=S)[nH]c3ccccc3c2=O)cc1)N1CCC(N2CCCCC2)CC1
-0.88,-5,-0.48,COCCCNC(=O)c1cccn2c(=O)c3cc4ccccc4cc3nc12
-1.7,nt,-1.3,CCOC(=O)N1CCN(c2ncnc3c2oc2nc(C(C)C)c4c(c23)CCC4)CC1
-0.29,-15,-0.35,COCCCNC(=O)CN1C(=O)/C(=C\c2ccc(C)cc2)Sc2ccccc21
0.92,0,0.49,c1ccc(Nc2ccccc2Nc2ccccn2)nc1
nt,-106,nt,CCOc1ccc(N2C(=O)CC(N(CCc3ccc(OC)cc3)C(=O)/C=C/C(=O)O)C2=O)cc1 (stereo not given)
0.63,13,-0.42,NC(=O)c1ccsc1NC(=O)COC(=O)Cc1ccsc1
-1.7,-12,-1.1,CCCCCOc1ccc(NC(=O)CSc2cccc3cccnc23)cc1
-0.47,-17,-0.34,COC(=O)CSc1nc(SCc2ccccc2Cl)nc2c1CCCC2
-0.32,-355,0.02,COc1ccc(CSc2nc(C)cc(=O)[nH]2)cc1Br
nt,-5,nt,CC(OC(=O)COc1ccccc1[N+](=O)[O-])C(=O)Nc1ccc(N2CCOCC2)cc1 (stereo not given)
0.38,-3,1.8,O=C1CC(c2ccccc2Cl)Cc2c1cnn2-c1nc2ccccc2s1 (stereo not given)
-0.16,10,-0.06,CC(C)(C)NC(=O)C(c1ccccc1)N(Cc1cccs1)C(=O)c1csnn1 (stereo not given)
nt,-67,nt,C=CCSc1nc(=O)n2ccc(C)cc2n1
nt,-108,nt,CC(C)CNC(=O)CO/N=C/c1ccccc1Cl
0.16,nt,-0.21,CN(C)C(CNC(=S)Nc1ccccc1)c1cccnc1 (stereo not given)
-0.87,15,-0.51,Cc1ccc(CSc2nc3ccccc3c(=O)n2Cc2ccco2)cc1
-0.45,29,-0.58,COC(=O)c1cc(NC(=O)CC2NCCNC2=O)cc(C(=O)OC)c1 (stereo not given)
-0.36,18,0.02,COc1ccc(C(=O)CSc2nc3ccc([N+](=O)[O-])cc3[nH]2)cc1
0.02,-20,0.45,CC1CCN(CCOCCOc2ccccc2-c2ccccc2)CC1
-0.28,nt,0.12,COC(=O)c1ccc(N2C(=O)c3cc(N4CCOCC4)c([N+](=O)[O-])cc3C2=O)cc1
-0.53,nt,-1.2,CCn1nc(NC(=O)c2ccncc2)c2cc3ccccc3nc21
nt,13,nt,O=C(CN(C(=O)Cn1nnc(-c2ccccc2F)n1)c1cnc2ccccc2c1)NCC1CCCO1 (stereo not given)
-0.18,nt,-0.5,CCSc1nnc(NC(=O)C(C)C)s1

Reprinted from the part before: 5 compounds; new compounds follow.
SDO1 yeast rescue,Insulin prom inh,SDO1 yeast rescue Rescue 24 h,SMILES
0.02,-20,0.45,CC1CCN(CCOCCOc2ccccc2-c2ccccc2)CC1
-0.28,nt,0.12,COC(=O)c1ccc(N2C(=O)c3cc(N4CCOCC4)c([N+](=O)[O-])cc3C2=O)cc1
-0.53,nt,-1.2,CCn1nc(NC(=O)c2ccncc2)c2cc3ccccc3nc21
nt,13,nt,O=C(CN(C(=O)Cn1nnc(-c2ccccc2F)n1)c1cnc2ccccc2c1)NCC1CCCO1 (stereo not given)
-0.18,nt,-0.5,CCSc1nnc(NC(=O)C(C)C)s1
1.9,-150,2.3,CN(C)c1cccc(N=C2C=C(N3CCOCC3)CC(C)(C)C2)c1
-2,-53,-1.1,CCN(CC)c1ccc(-c2nn3c(-c4cccnc4)nnc3s2)cc1
0.16,29,0.43,Cc1ccc(-c2nc3ccc(C(=O)O)cc3nc2-c2ccc(C)cc2)cc1
nt,-6,nt,O=C(c1ccc([N+](=O)[O-])cc1)N1CCSC1c1ccccc1Cl (stereo not given)
0.47,-329,0.7,CCC(C(=O)NC1CCCC1)N(Cc1cccs1)C(=O)Cn1nnc(-c2ccc(OC)c(OC)c2)n1 (stereo not given)

Bioassay records as filed in PubChem BioAssay.
